Compound activity as filed in PubChem BioAssay.
EPAC1 ag – activates human EPAC1 exchange factor. O95398. EPAC1 agonist qHTS, biochemical assay; response scale: 100% = response to 6.5 mM cAMP. Potency, µM (top dose mostly 154 µM), inactives show top-dose activation, actives largely listed as activators. hit rate 0.073% among 360,000. AID 720707; note: potency is the fitted concentration of half-maximal effect; nearly all actives have a fitted effect of over 60% in size
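Compounds were pinned as a concentration titration into mixtures of EPAC1 (100 nM), BODIPY-GDP-loaded Rap1B (250 nM) and GDP (50 uM). After 5 min at room temperature, fluorescence was followed for 30 min; activity was scaled to 6.5 mM cAMP.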
IL-2 act – IL-2 activation. IL-2 activation reporter assay, cell-based qHTS; stimulated with anti-CD3/CD4/CD28 beads; in transgenic mouse T cells. activation, % (series mostly up to about 46 µM). hit rate 0.065% among 360,000; in the data active = activation above about 50%; inconclusive = mostly about 30% to 49%; note: 0% is about no effect
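EGFP and DsRed fluorescence is measured by plate cytometry in unstimulated transgenic mouse T cells exposed to compound for 60 minutes, then stimulated 18 hours at 37 degrees C with anti-CD3/anti-CD4 beads plus anti-CD28.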
PI5P4Ka inh – PI5P4K alpha (human) kinase inhibition | P48426 | PI5P4Kalpha enzyme, ADP-Glo luminescence, 60 min; hits give low values | max response, % | hit rate 1.2% among 330,000 | AID 652105; active = max response of -50% or lower; inconclusive = between -30% and -50%; inactive = -30% or higher; note: value at the top dose of about 77 µM; % is set by controls: 0 for no effect and ±100 for the full control effect
Target sequence (P48426 whole entry, looked up): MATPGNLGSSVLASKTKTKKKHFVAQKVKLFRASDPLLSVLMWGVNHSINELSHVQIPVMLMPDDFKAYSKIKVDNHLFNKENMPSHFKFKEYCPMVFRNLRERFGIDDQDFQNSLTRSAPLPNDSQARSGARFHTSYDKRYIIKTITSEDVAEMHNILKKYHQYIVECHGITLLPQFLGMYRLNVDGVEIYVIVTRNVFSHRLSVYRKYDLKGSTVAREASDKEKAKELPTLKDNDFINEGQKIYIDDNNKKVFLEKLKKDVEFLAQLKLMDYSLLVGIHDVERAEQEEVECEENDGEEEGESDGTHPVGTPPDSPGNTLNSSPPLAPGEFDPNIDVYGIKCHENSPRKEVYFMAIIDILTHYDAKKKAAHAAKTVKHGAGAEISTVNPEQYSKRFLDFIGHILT
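Quantitative HTS of the MLSMR library against PI5P4Kalpha with substrate. ATP added last at 5 microM final; room temperature, 60 minutes. Remaining ATP depleted, ADP converted and read as luminescence.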
FUS yeast rescue – FUS proteinopathy suppression in yeast. S. cerevisiae FUS-expressing, growth rescue, OD600, 24 h. Potency, µM (doses to about 76.6 µM), without a hit: at the top dose growth rescue (activation), hits mostly activators. hit rate 0.24% among 390,000;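 note: potency is the fitted concentration of half-maximal effect; plate controls were DMSO vehicle for no effect and reference control for full effect; nearly all actives have a fitted effect of over 55% in size; some results filed as inactive show a strong effect at the top dose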
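Steps: raffinose overnight preculture; dilution to OD 0.005 in 2% galactose minimal medium; compound addition (concentration series); 24hr at 30C, 99% humidity; absorbance read at 600 nm.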
WRN inhibitor – blocks human WRN helicase. Potency, µM (series often up to 114 µM), for inactives: top-dose activity change, negative = inhibition, usual class: inhibitors. AID 651768. WRN helicase unwinding, fluorescent forked duplex, kinetic. hit rate 0.46% among 360,000; note: potency is the fitted concentration of half-maximal effect; % is set by controls: 0 for no effect and ±100 for the full control effect; nearly all actives have a fitted effect of over 55% in size
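Fluorescence dequenching readout, ex 525 nm/em 598 nm, kinetic mode: forked duplex DNA (100 nM final) with adjacent fluorophore and quencher unwound by WRN (20 nM final) with 2 mM ATP. Compound preincubation 15 min, room temperature.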
PLK1 PBD block – blocks phosphopeptide binding to human PLK1 polo-box domain; P53350; AID 720504; hit rate 2.8% among 360,000; Potency, µM, for the others: max response, negative = inhibition, usual class: inhibitors; Plk1 PBD binding of FITC phosphopeptide, fluorescence polarization; note: potency is the fitted concentration of half-maximal effect; series mostly up to about 57 µM; % is set by controls: 0 for no effect and ±100 for the full control effect; nearly all actives have a fitted effect of over 65% in size
Target sequence (P53350 whole entry, looked up, the tested form may be a part): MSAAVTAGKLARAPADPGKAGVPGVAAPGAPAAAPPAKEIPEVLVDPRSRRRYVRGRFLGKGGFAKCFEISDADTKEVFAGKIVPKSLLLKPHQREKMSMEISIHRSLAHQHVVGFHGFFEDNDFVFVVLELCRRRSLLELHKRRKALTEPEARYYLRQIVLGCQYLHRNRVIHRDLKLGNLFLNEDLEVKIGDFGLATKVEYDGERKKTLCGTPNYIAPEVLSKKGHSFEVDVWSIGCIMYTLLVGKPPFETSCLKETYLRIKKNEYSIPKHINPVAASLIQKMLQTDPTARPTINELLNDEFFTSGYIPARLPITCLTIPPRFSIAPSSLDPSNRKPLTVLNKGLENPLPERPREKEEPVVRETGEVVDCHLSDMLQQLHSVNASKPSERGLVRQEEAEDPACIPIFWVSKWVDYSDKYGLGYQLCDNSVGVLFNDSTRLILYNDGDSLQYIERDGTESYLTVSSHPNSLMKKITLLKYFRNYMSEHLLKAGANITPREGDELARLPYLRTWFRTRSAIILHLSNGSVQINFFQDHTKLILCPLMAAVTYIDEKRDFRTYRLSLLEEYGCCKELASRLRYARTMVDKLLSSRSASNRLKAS
Abeta yeast res – restores growth of yeast expressing A-beta42 peptide; yeast expressing A-beta42, growth rescue, OD600, 48 h; response scale: 0% DMSO, 100% iron-clioquinol control; Potency, µM (highest dose often 46.1 µM), for the others: at the highest dose growth rescue, hits mostly activators; hit rate 0.063% among 410,000; note: potency is the fitted concentration of half-maximal effect; nearly all actives have a fitted effect of over 55% in size
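Yeast A-beta toxicity model in growth medium with pinned compounds, 48 h at 30 C; growth read as absorbance at 600 nm. Normalized to FeCl3/clioquinol equimolar mix (positive) and DMSO (negative).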
aSyn rescue – alpha-synuclein toxicity inhibition in yeast | hit rate 0.14% among 370,000 | Potency, µM (titrated, usually from 46.1 µM), for inactives: at the top dose growth rescue (activation), actives largely listed as activators | Yeast expressing alpha-synuclein, growth rescue, BacTiter-Glo, 24 h; note: potency is the fitted concentration of half-maximal effect; % of control where 0% means no effect; nearly all actives have a fitted effect of over 65% in size
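Galactose-induced alpha-syn yeast (OD600=0.02, raffinose-pregrown) + pinned cpd, 24 hr, 30 deg C; growth by BacTiter-Glo luminescence. Growth restoration scores as activation.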
EPAC1 antag – EPAC1 (human) antagonism | O95398 | EPAC1 GEF assay, Rap1b-BODIPY-GDP exchange fluorescence | Potency, µM (titrated, usually from 115 µM), without a hit: top-dose activity change, negative = inhibition, most hits filed as inhibitors | hit rate 0.14% among 360,000 | AID 720709;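 note: potency is the fitted concentration of half-maximal effect; plate controls were vehicle for no effect and positive control for full effect; nearly all actives have a fitted effect of over 50% in size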
* = called active by the depositor; ? = inconclusive; / = no result given; [ ] = another dose, or the depositor's remark. Unless noted, calls come from the whole dose curve; as a rule, active = well fitted curve in the direction sought with a large enough effect; inconclusive = small, poorly fitted or top-dose-only effect, or another doubt; inactive = no such curve, though single readings can be large; an effect the other way counts as inactive or inconclusive.

SMILES	EPAC1 ag	IL-2 act	PI5P4Ka inh	FUS yeast rescue	WRN inhibitor	PLK1 PBD block	Abeta yeast res	aSyn rescue	EPAC1 antag
COc1ccc2c(c1OC)C(=O)N1N=C(c3ccc(F)cc3)CC21 (stereo not drawn)	-8%	-0.8	-11	-11%	5%	12µM*	-12%	3%	-4%
COc1cccc(COC(=O)C2CCN(S(=O)(=O)c3ccc(C)cc3C)CC2)c1OC	4%	-4.2	-3	21%	-3%	5%	-1%	6%	-2%
CCOc1ccccc1-c1ccc2nccn2c1	2%	-0.5	8	-6%	-5%	-8%	-8%	-1%	-5%
COc1ccc(NC(=S)NCc2ccco2)c(OC)c1	4%	0.5	-6	-25%	-13%	-8%	19%	-4%	-16%
O=C(CCc1ccccc1)Nc1cccc(S(=O)(=O)N2CCOCC2)c1	-3%	-0.8	12	5%	-2%	2%	-7%	5%	-7%
CCCSc1nc(O)c(C2OC(=O)c3c2ccc(OC)c3OC)c(=O)n1-c1ccccc1 (stereo not drawn)	-3%	-0.1	-3	15%	-13%	-12%	-18%	-2%	-10%
CCCC/C(O)=C1\C(=O)CC(C)(C)CC1=Nc1ccccc1OC	-2%	1.4	/	30%	0%	0%	25%	5%	-10%
COc1ccc(C(=O)n2nc(-c3ccco3)nc2SC)cc1OC	9%	0.1	-23	38%	?	?	-2%	0%	-10%
COCCCC1CCN(C(=O)C2CCC(=O)N(CCCc3ccccc3)C2)CC1 (stereo not drawn)	-6%	-0.4	-3	-1%	-4%	-8%	3%	0%	-4%
CCOc1ccc(NC(=S)NCCCN2CCN(c3ccc(OC)cc3)CC2)cc1	1%	0.4	6	11%	3%	2%	3%	10%	-12%
COC(=O)C1=C(C(=O)OC)[C@@H]2N(Cc3ccccc3)c3ccccc3[C@@]23C[C@@H](C(=O)OC)N(C(=O)c2ccc(Br)cc2)C3=N1	-11%	-3.2	-2	?	-4%	-4%	-3%	6%	-1%
C/C(=N/NS(C)(=O)=O)c1ccc2ccccc2c1	-6%	-3.4	0	-7%	7%	-1%	10%	4%	3%
CN(CCOc1ccccc1)C(=O)C1CCN(C(=O)c2ccc(F)cc2)CC1	6%	-4.0	0	/	-15%	7%	-2%	0%	9%
O=C(Nc1cc(-c2ccccc2)[nH]n1)c1ccccc1	-1%	12	1	2%	-2%	0%	-30%	-7%	2%
O=C(CSc1nc2ccccc2n1CC(=O)N1CCCC1)Nc1nccs1	3%	2.3	/	-6%	-1%	-6%	3%	0%	-1%
C/C(=N\NC(=S)NC1CCCCC1)c1c(F)cccc1F	14%	-0.6	-1	25%	8%	-8%	15%	15%	-21%
CC(=O)Nc1ccc(NS(=O)(=O)c2ccc(-c3csc(C)n3)s2)cc1	6%	-0.1	0	17%	-2%	-9%	6%	-2%	-5%
O=C(Nc1ccc(F)cc1)c1ccc2ncsc2c1	-2%	-0.2	-7	-17%	-11%	-12%	12%	-20%	3%
CCOC(=O)c1c(-c2ccc(C)cc2)csc1NC(=O)CCN1CC(C)OC(C)C1 (stereo not drawn)	4%	-0.9	8	/	-25%	-16%	-54%[inhibitor]	9%	?
O=[N+]([O-])c1ccc(N2CCN(c3ccc(F)cc3)CC2)nc1	9%	0.6	9	-15%	2%	-17%	-25%	-3%	3%

Printed as active in PLK1 PBD block, among the entries above:
compound	EPAC1 ag	IL-2 act	PI5P4Ka inh	FUS yeast rescue	WRN inhibitor	PLK1 PBD block	EPAC1 antag
COc1ccc2c(c1OC)C(=O)N1N=C(c3ccc(F)cc3)CC21 (stereo not drawn)	-8%	-0.8	-11	-11%	5%	12µM*	-4%

Other entries follow:
SMILES	EPAC1 ag	IL-2 act	PI5P4Ka inh	FUS yeast rescue	WRN inhibitor	PLK1 PBD block	Abeta yeast res	aSyn rescue	EPAC1 antag
CC1=C(C(=O)NC(C)c2ccccc2)C2(CCC(C)CC2)OC1=O (stereo not drawn)	1%	-1.2	2	14%	-4%	-17%	-5%	0%	-14%
COc1ccc(C(CC(=O)O)NS(=O)(=O)c2ccc3c(c2)N(C(C)=O)CC(C)O3)cc1 (stereo not drawn)	10%	-0.2	-2	-16%	-9%	27µM*	10%	1%	-22%
COCCN(C(=O)CSc1nnc(-c2ccccc2F)o1)c1c(N)n(Cc2ccccc2)c(=O)[nH]c1=O	-1%	-0.2	0	-1%	-1%	-6%	-4%	0%	11%
Cc1cc(S(=O)(=O)NCc2cccs2)ccc1-n1cnnn1	-5%	1.1	-3	/	-13%	-6%	3%	-8%	11%
O=C(Nc1ccc(Oc2c(F)c(F)c(F)c(F)c2F)cc1)OC1CCN2Cc3ccccc3N=C12 (stereo not drawn)	-3%	-2.6	-1	33%	-3%	1%	-27%	1%	-8%
COc1cccc(N(C(=O)c2snc(C(N)=O)c2N)C(C(=O)NCc2ccccc2)c2ccc(O)cc2)c1 (stereo not drawn)	11%	-0.4	2	20%	7%	0%	0%	-1%	-13%
CNC(=O)c1sc(Nc2ccc(OCc3ccccc3)cc2)nc1C	8%	0.3	3	-1%	0%	-2%	12%	0%	26%
COCCNC(=O)CN(C(=O)CCC(=O)Nc1ccccn1)c1ccc(C)cc1C	14%	0.0	0	-6%	-4%	-1%	9%	0%	10%
Cc1ccc(C)c2[nH]c(=O)c(C(c3nnnn3CCc3ccccc3)N3CCOCC3)cc12 (stereo not drawn)	-2%	0.1	6	?	3%	-12%	?	0%	1%
CCCOc1cccc(C2C(C(=O)c3ccco3)=C(O)C(=O)N2CCCn2ccnc2)c1 (stereo not drawn)	-6%	0.5	-4	0%	0%	1%	/	7%	1%
O=C(CNC(=O)c1cccc(-n2cccc2)c1)Nc1ccccc1Br	-12%	-0.6	?	3%	-23%	-5%	0%	6%	-25%
O=C(Cc1csc(NC(=O)Nc2ccc(Cl)cc2)n1)NCc1cccnc1	-5%	-1.1	-10	11%	-2%	-4%	-1%	2%	12%
Cc1cccc(-c2nc3c(c(SCC(=O)N4CCCC4)n2)COC(C)(C)C3)c1	-13%	-2.8	0	10%	7%	-5%	-6%	-1%	14%
Nc1cc(S(=O)(=O)Nc2ccc(Cl)cc2)ccc1N1CCOCC1	4%	-5.3	?	-1%	-15%	5.3µM*	10%	5%	3%
COc1ccccc1C(=O)NCC(=O)NCCCN1CCOCC1	7%	-0.7	-4	/	3%	-1%	6%	-1%	0%
COc1cccc(-n2c(CN3CCN(c4ccccn4)CC3)nc3ccc([N+](=O)[O-])cc3c2=O)c1	4%	1.3	4	12%	5%	-7%	/	3%	-6%
CSc1nc2nccc(-c3ccc(Oc4ccccc4)cc3)n2n1	6%	-0.2	17	9%	-14%	-5%	9%	3%	-13%
CCN1CCN(c2nc(C)nc3c2sc(=S)n3C)CC1	-6%	2.5	-25	-22%	11%	3µM*	5%	-1%	-12%
COC(=O)C1=C(NC(=O)c2ccc(C)cc2)CCS1	7%	0.7	/	10%	7%	-2%	-5%	2%	6%
Cc1ccccc1/C=c1\s/c(=C\C(=O)C(C)(C)C)[nH]c1=O	24%	1.5	0	-2%	-27%	-13%	5%	-1%	-15%
CCOc1ccc(S(=O)(=O)N2CCN(c3ccccn3)CC2)cc1	-6%	0.3	-3	-3%	4%	-1%	5%	6%	-19%
CCN1CCN(c2ccc(S(=O)(=O)N3CCOCC3)cc2NC(=O)c2ccc(OCC(C)C)cc2)CC1	7%	1.2	3	11%	-1%	-8%	-4%	2%	-14%
Cc1cc(S(=O)(=O)N2CCN(C(=O)CCC(=O)N3CCOCC3)CC2)ccc1Br	18%	-1.9	2	3%	1%	-7%	2%	6%	8%
Cc1ccc(NC(=O)CCN2C(=O)c3ccccc3C2=O)c(C)c1	2%	-1.0	-3	18%	14%	2%	-19%	0%	6%
COC(=O)COc1ccc(S(=O)(=O)Nc2ccc(C(N)=O)cc2)cc1C	5%	-3.2	/	-7%	0%	-8%	6%	-9%	-3%
O=C(NCc1ccccn1)NC12CC3CC(CC(C3)C1)C2	0%	0.6	/	12%	3%	-4%	10%	4%	-5%
O=C(Nc1ccc2c(c1)OCO2)C1CC(=O)N(c2ccc3c(c2)OCCO3)C1 (stereo not drawn)	-3%	2.1	0	4%	-7%	-2%	5%	-1%	0%
CCOC(=O)C1=C(C)NC(C)=C(C(=O)OCC)C1C(=O)OCC(=O)NCCc1ccc(S(N)(=O)=O)cc1	-4%	-1.6	-2	?	13%	-16%	-16%	-6%	-10%
Cc1nnc2n(c1=O)C(CS(=O)(=O)c1ccccc1)CS2 (stereo not drawn)	7%	1.4	4	14%	8%	-7%	-6%	-14%	10%
CC(NC(=O)CCCN1C(=O)c2ccccc2C1=O)c1ccc2c(c1)CCCC2 (stereo not drawn)	3%	0.6	-3	5%	5%	-5%	4%	-9%	4%
COc1cccc(/C=N/Nc2nc3ccccc3n3cnnc23)c1	-4%	1.1	1	-11%	-17%	4%	8%	2%	-14%
CC(C)(C)c1ccc(C(=O)N2CCN(C(=O)c3cccs3)CC2)cc1	7%	0.6	0	16%	5%	-6%	14%	10%	4%
C=CCOc1ccccc1CNn1c(C)n[nH]c1=S	13%	1.0	-3	-31%	6%	-13%	0%	0%	0%
COc1ccc(CCC(=O)NCCS(=O)(=O)N2CCN(c3ccccc3OC)CC2)cc1	-2%	-4.6	2	17%	2%[57.1 µM]	1%	7%	6%	11%
CC(=O)Nc1ccc(S(=O)(=O)N2CCC(c3nc4c(nnn4Cc4ccccc4Cl)c(=O)[nH]3)CC2)cc1	6%	-0.5	-2	?	0%	-4%	11%	2%	-5%

Limited to PI5P4Ka inh and EPAC1 ag (4 entries from above):
Compound,PI5P4Ka inh,EPAC1 ag
C=CCOc1ccccc1CNn1c(C)n[nH]c1=S,-3,13%
COc1cccc(/C=N/Nc2nc3ccccc3n3cnnc23)c1,1,-4%
CC(=O)Nc1ccc(S(=O)(=O)N2CCC(c3nc4c(nnn4Cc4ccccc4Cl)c(=O)[nH]3)CC2)cc1,-2,6%
CC(C)(C)c1ccc(C(=O)N2CCN(C(=O)c3cccs3)CC2)cc1,0,7%
